Source: PubChem (NCI)
mec2-1 – NCI yeast anticancer drug screen, S. cerevisiae mec2-1 strain; growth inhibition, % at 50 µM; 79,000 tested, 9% active; AID 157, 2004;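 also: 0% = growth of vehicle-only cultures of the same strain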
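Test agents were screened against the mec2-1 yeast strain, with defined DNA repair or cell cycle alteration. Growth was scored as inhibition against vehicle-only controls.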
yeast bub3 – NCI yeast anticancer drug screen, S. cerevisiae bub3 mutant strain; growth inhibition, % at 50 µM; 78,000 tested, 9.9% active;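 also: 0% = growth of vehicle-only cultures of the same strain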
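Screening used yeast with an engineered genetic alteration affecting cell cycle control. Compound-exposed cultures were compared with vehicle cultures, and reduced growth was taken as inhibition.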
yeast rad50 – NCI yeast anticancer drug screen, S. cerevisiae rad50 strain; % growth inhibition at 50 µM; 79,000 tested, 10% active;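 also: 0% = growth of vehicle-only cultures of the same strain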
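Vehicle-treated cultures provide the reference for the growth inhibition reported for compound-exposed, repair-deficient yeast.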
mlh1 rad18 – NCI yeast anticancer drug screen, S. cerevisiae mlh1 rad18 strain; growth inhibition, % at 50 µM; 79,000 tested, 11% active; AID 175, 2004;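 also: 0% = growth of vehicle-only cultures of the same strain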
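Compound-treated yeast growth, normalised to vehicle controls. Strain bears defined DNA repair mutations.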
cln2 rad14 – NCI yeast anticancer drug screen, S. cerevisiae cln2 rad14 strain; growth inhibition, % at 50 µM; 78,000 tested, 8.3% active; AID 165, 2004;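 also: 0% = growth of vehicle-only cultures of the same strain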
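Relative to vehicle controls, growth inhibition of compound-treated cln2 rad14 yeast was recorded.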
yeast sgs1 mgt1 – NCI yeast anticancer drug screen, S. cerevisiae sgs1 mgt1 strain | 78,000 tested, 10% active | AID 161, 2004 | growth inhibition, % at 50 µM;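 also: 0% = growth of vehicle-only cultures of the same strain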
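Genetically altered yeast, compound exposure, growth inhibition relative to vehicle.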
An asterisk follows results filed as active; · = not tested or not shown; & = joins results of further samples; ! = a repeat was not active. Rule as the data show it: active = growth inhibition above about 70%; inactive = the rest. Some of the compounds tested; count on the stated rates, not on these rows.

structure,mlh1 rad18,yeast rad50,yeast sgs1 mgt1,cln2 rad14,mec2-1,yeast bub3
CCOC(=O)C12CCC(c3c(C)cccc3C)(O1)C(C(=O)OC)=C2C(=O)OC (stereo unspecified),-7,-31,-26,-18,-40,-22
COc1ccc(C(O)(C(=O)O)c2ccc(OC)c(OC)c2)cc1OC,0,6,-2,-14,-1,8
Cc1ccc(OP(=O)(Oc2ccc(C)cc2)Oc2ccc(C)cc2)cc1.Cc1ccc(OP(=O)(Oc2ccc(C)cc2)Oc2ccc(C)cc2)cc1.[Cl][Ni][Cl],59,24,29,4,36,38
O=[N+]([O-])c1ccc(/C=C/c2ccc(Cl)c(S(=O)(=O)F)c2)c(Cl)c1,-6,16,-2,2,-5,13
Cc1cc(N(CCCl)CCCl)ccc1CN1CCCN(Cc2ccc(N(CCCl)CCCl)cc2C)C1c1cc(O)cc(Br)c1,38,43,35,-3,24,9
C[CH2][Pb]([CH2]C)([CH2]C)[N]1C(=O)c2c(Cl)c(Cl)c(Cl)c(Cl)c2C1=O,78*,68,93*,25,35,34
Cc1ccc(CC(N)c2nn[nH]n2)cc1 (stereo unspecified),26,24,-7,-29,-1,-11
CC(C)NCC(O)c1ccc(Cl)c(Cl)c1 (stereo unspecified),-34,-29,-14,7,-40,-27
CN(C)CCC(=O)c1ccccc1,11&4,-40&3,-7&6,-28&-1,11&1,-2&4
CCCC(C[N+](=O)[O-])C[N+](=O)[O-],-23,8,-6,5,11,-7
O=C(CC(=O)C(F)(F)F)c1cccs1.O=C(CC(=O)C(F)(F)F)c1cccs1.O=C(CC(=O)C(F)(F)F)c1cccs1.[Eu],23,28,39,9,38,39
CCO[C@@H]1c2cc3c(cc2[C@@H](c2cc(OC)c(O)c(OC)c2)[C@H]2C(=O)OC[C@@H]21)OCO3,88*,88*,89*,85*,92*,89*
O=C(OOC(=O)C1CC2c3ccccc3C1c1ccccc12)C1CC2c3ccccc3C1c1ccccc12 (stereo unspecified),-14,2,17,16,4,-6
COc1cc([C@@H]2c3cc4c(c(O)c3C[C@H]3COC(=O)[C@@H]32)OCO4)cc(OC)c1O,-15,18,14,9,-14,7
O=c1c2ccccc2[nH]c(=S)n1-c1cccc(Cl)c1,27,44,·,·,16,·
CC1(C)SC2C(NC(=O)COc3ccccc3)C(=O)N2C1C(=O)O (stereo unspecified) (tested in a mixture with another compound),10,-4,2,-24,8,-2
CC(=O)OC12COC1CC(O)C1(C)C(=O)C(O)C3=C(C)C(O)CC(O)(C(OC(=O)c4ccccc4)C21)C3(C)C (stereo unspecified),10,-15,1,-18,-13,2
C/C=C\CC1(C/C=C/C)C(=O)NC(=O)NC1=O,1,2,-5,-18,-7,-9
CN(CCc1ccc(Br)cc1)CCN1CCCCC1,93*,78*,92*,83*,87*,91*
CC(C)(C)c1cc([N+](=O)[O-])cc([N+](=O)[O-])c1O,68,79*,84*,73*,72*,69
NC(=O)CCCc1ccc([As]=O)cc1 (stereo unspecified),10,-9,-9,-27,-12,0
NNC(=O)c1ccccc1,-19,-2,-12,-36,-2,-1
CC(=O)OC1CCC2C3CCC4C(F)C(=O)C(F)(F)CC4(C)C3CCC12C (stereo unspecified),13,49,64,63,6,9
OC(Cc1ccccn1)C(Cl)(Cl)Cl (stereo unspecified),4,-10,-2,-16,-14,4
CCOc1ccc(/C=C/c2cc(OC)c(OC)c(OC)c2)cc1,-34,-28,-24,-10,-22,-9
CSc1ccc(NC(=O)C2c3[nH]c4ccccc4c3C3CCC(C(C)(C)C)CC3C2C(=O)O)cc1 (stereo unspecified),46,17,31,56,2,77*
[Se]c1ncnc2nc[nH]c12,84*,58,38,2,39,39
CCC(C)C1(CC)C(=O)N(C)C(=O)N(C)C1=O (stereo unspecified),-3,17,5,-10,-9,-12
CN1CCC[N+](C)=C1c1ccc(N(C)C)cc1,-7,-23,-4,-14,-12,-10
COc1ccc(C(=O)O)cc1[N+](=O)[O-] (tested in a mixture with another compound),15,9,6,7,4,11
COc1c2c(c(CC=C(C)C)c3oc(=O)c(-c4ccc(O)cc4)c(O)c13)OC(C)(C)C=C2,-6,-10,-12,-11,-32,-24
CN(C)C(=O)Oc1c(Cl)cc(S(=O)(=O)F)cc1Cl,12,26,13,13,1,3
CCCOCC(O)C[As](=O)(O)c1cccc(Cl)c1 (stereo unspecified),-6,2,0,-4,4,10
S=C1NCCN1,5,12,-18,38,15,-3
CC(Cc1ccc2c(c1)OCO2)NCC(O)c1ccc(O)c(O)c1 (stereo unspecified),27,15,18,5,-20,32
c1ccc(-c2ccccn2)nc1,76*!,81*,78*!,21&29,71*!,82*!
O=[N+]([O-])c1cc(/C=N\NC(=S)NC2CN3CCC2CC3)ccc1Cl (stereo unspecified),2,22,2,0,-24,5
Clc1ccc(Br)cc1,-1,4,-6,-8,-2,0
Cc1ccc(Cl)c2c1CC(=[N+]=[N-])C2=O,7,10,9,0,5,10
O=C1C=CC(=O)N1c1ccc(Br)cc1 (tested in a mixture with another compound),29,21,2,15,6,28
Nc1nc(N)[nH]c(=O)n1,-40,-20,-39,-29,-12,-36
CNN,40,20,34,3,-5,-2
CP1(=O)CCC23CCCCC21O3 (stereo unspecified),-4,8,-2,-21,-35,12
C[N-]c1nnnn1C.[Au+].c1ccc([PH+](c2ccccc2)c2ccccc2)cc1,97*,96*,97*,97*,98*,96*
CC(=O)[O-].CC(=O)[O-].O=C(N/N=C/c1cc(Cl)cc(Cl)c1[OH2+])c1ccncc1.[Mn+2],98*,98*,98*,97*,97*,98*

Fetched by compound from above, 7 records:
structure,mlh1 rad18,yeast rad50,yeast sgs1 mgt1,cln2 rad14,mec2-1,yeast bub3
Cc1ccc(Cl)c2c1CC(=[N+]=[N-])C2=O,7,10,9,0,5,10
C[N-]c1nnnn1C.[Au+].c1ccc([PH+](c2ccccc2)c2ccccc2)cc1,97*,96*,97*,97*,98*,96*
CC(=O)[O-].CC(=O)[O-].O=C(N/N=C/c1cc(Cl)cc(Cl)c1[OH2+])c1ccncc1.[Mn+2],98*,98*,98*,97*,97*,98*
CP1(=O)CCC23CCCCC21O3 (stereo unspecified),-4,8,-2,-21,-35,12
Clc1ccc(Br)cc1,-1,4,-6,-8,-2,0
c1ccc(-c2ccccn2)nc1,76*!,81*,78*!,21&29,71*!,82*!
COc1c2c(c(CC=C(C)C)c3oc(=O)c(-c4ccc(O)cc4)c(O)c13)OC(C)(C)C=C2,-6,-10,-12,-11,-32,-24

Next section
structure,mlh1 rad18,yeast rad50,yeast sgs1 mgt1,cln2 rad14,mec2-1,yeast bub3
CCC[As](=O)(O)c1ccc(Cl)cc1,99*,88*,99*,74*,99*,95*
CCCCCCCCCSCP(=O)(OCC)OCC,100*,100*,100*,99*,100*,99*
CNC(=O)Oc1ccc2c(C)cc(=O)oc2c1,15,21,5,-27,0,17
Cc1cccc(NN=O)n1,-33,56,-6,3,13,-17
C[PH+](C)C.C[PH+](C)C.[Au],89*,86*,91*,88*,92*,90*
O=C(NC(=S)N1CC1)c1ccccc1,-36,-14,-7,-8,-43,-26
CCC1(C2=CCCCC2)C(=O)NC(=S)NC1=O,85*!,60&8,52&1,-1&-32,6&-4,34&6
CCCCOP(=O)(OCCCC)c1ccccc1,-10,20,-5,0,4,0
CCCCC[As](=O)(O)O,8,12,1,-6,-6,4
COc1ccc(NC2Oc3cc4c(cc3C(c3cc(OC)c(OC)c(OC)c3)C2C)OCO4)cc1 (stereo unspecified),12,-1,25,-13,19,17
CNC(=O)Oc1ccccc1C(N)=O,7,10,-15,-47,-2,-5
CCOC(=O)C(Br)C(=O)OCC,54,52,-2,-28,16,39
N#Cc1ccc(C(C2C(=O)NC(=O)NC2=O)C2C(=O)NC(=O)NC2=O)cc1,-23,-15,-22,16,-6,-18
O=C(Nc1ccc(S(=O)(=O)F)cc1)c1ccc(COc2ccc([N+](=O)[O-])cc2Cl)cc1,11,21,1,26,7,-5
C[C@@H](O)[C@H]1/C=C/C=C\C(=O)O[C@@H]2C[C@H]3O[C@@H]4[C@@H]5OC5(C)CCC4(COC(=O)[C@H]4O[C@]4(C)[C@@H](O)CO1)[C@]2(C)[C@]31CO1 (stereo partly specified),90*,91*,92*,90*,92*,91*
CCC[CH2][Sn]([N]=C=S)([N]=C=S)[N]=C=S.O=P(c1ccccc1)(c1ccccc1)c1ccccc1.O=P(c1ccccc1)(c1ccccc1)c1ccccc1,75*,50,83*,23,61,46
C1CN1[PH+](N1CC1)N1CC1.[C-]#[O+].[C-]#[O+].[C-]#[O+].[C-]#[O+].[C-]#[O+].[W],3,-13,-21,-44,-4,13
CN(C)C(=O)Sc1c(Cl)cc(S(=O)(=O)F)cc1[N+](=O)[O-],21,23,28,30,19,9
Nc1nnnn1CCO,-13,-5,-17,6,-13,-13
COC(=O)C1c2cc3c(c(O)c2C(O)CC1(C)O)C(=O)c1c(O)cc2c(c1C3=O)OC1OC2(C)C(O)C(N(C)C)C1O (stereo unspecified),95*,98*,98*,78*,95*,91*
C=C1C(C)C2C(Cc3ccccc3)NC(=O)C23C(OC(C)=O)/C=C/C(C)(O)CC(C)C/C=C/C3C1O (stereo unspecified),89*,92*,92*,91*,92*,91*
CSC(SC)P(=O)(Oc1ccccc1)Oc1ccccc1,11,-10,1,4,3,9
COc1cc(C(O)CN)cc(OC)c1OC (stereo unspecified),-7,-13,-7,-7,2,-3
CCCCC[N+]1=Cc2cc(O)c(O)cc2CC1,-22,-11,2,-25,-6,-12
O=C1NC(=O)C(C23CCN(CC2)CC3)N1 (stereo unspecified),11,2,-2,-19,4,-4
COc1ccccc1N1C(=O)C2C(C1=O)C1(Cl)C(Cl)=C(Cl)C2(Cl)C1(Cl)Cl (stereo unspecified),-6,-29,-14,-31,-13,1
CC(C)OCCCNC(=O)CCl,22,12,7,-22,4,-7
O/N=C(\C(=N\O)c1ccccc1)c1ccccc1,13,3,-8,54,11,8
[Cl][Hg][c]1ccc(Cl)s1,99*,99*,99*,99*,99*,99*
CCOC(=O)C1(C#N)C(C#N)(C#N)C12CCCCC2 (stereo unspecified) (tested in a mixture with another compound),23,37,56,5,10,34
Cc1cccc(CBr)c1,18,25,22,30,-6,11
Cc1cc(NC2=NCCO2)c2c(c1C)CCCC2,-5,-10,-7,22,-23,-8
CC(=O)OC1CCC2C3CCC4CC5(CCC4(C)C3CCC12C)CO5 (stereo unspecified),1,-2,-26,1,-11,2
COC12c3c(C)cc(O)c4c(=O)occ(c34)C(=O)C1C13COC(=O)c4c(O)cc(C)c(c41)C(=O)C2C3OC(C)=O (stereo unspecified),92*,91*,93*,92*,93*,91*
O=C=Nc1cccc(S(=O)(=O)F)c1,12,57,26,28,4,34
CCCCOP(=O)(OCCCC)Oc1ccc2ccccc2c1,95*,93*,95*,93*,93*,95*
Cc1ccc(P(=S)(c2ccccc2)c2ccccc2)c2ccccc12,-4,10,-2,11,0,20
C/C=C(\C)C1(CC)C(=O)NC(=O)N(C)C1=O (stereo unspecified),-6,2,3,-1,2,-1
CCNCC(=O)O[C@]1(CC)C(=O)OCc2c1cc1n(c2=O)Cc2cc3ccccc3nc2-1,47,86*,58,26,76*,41
CC(C)N1CCOC(c2ccc(O)c(O)c2)C1 (stereo unspecified),-22,-18,-12,-3,5,-6
CCCCCCCCCCCCCCCCCC(=O)NC(CC(=O)OCCCCCC)c1ccc(N(CCCl)CCCl)cc1 (stereo unspecified),23,-3,13,-6,11,-4
COc1ccc(C(N)Cc2ccccc2)cc1OC (stereo unspecified),0,6,-6,-24,-29,42
COC(=O)C(Cl)CCl (stereo unspecified),26&-21,39&2,16&-9,-35&-23,6&15,16&-2
c1ccc2c(c1)sc1sc3ccccc3[n+]12,-23,5,2,3,-6,3
COc1ccc(/C=C/c2cc(OC)cc(OC)c2)cc1,6,-4,16,18,0,15
CC1CCN(C(c2ccccc2)C(O)c2ccccc2)CC1 (stereo unspecified),11,-3,3,-13,-18,22
